FBW7 activator: human FBW7 E3 ligase activation, primary screen; Q969H0; normalized activity (activation), % at 26.1 µM; 0.13% of 650,000 active; AlphaScreen FBW7–phospho-cyclin E peptide binding, activator screen; AID 1259310; in the data active means normalized activity above about 1.9%;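 further: purified mutant Fbw7 with reduced substrate affinity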
TEAD-YAP block: TEAD-YAP interaction inhibition; HEK-TIYL cells, TEAD-Gal4/YAP UAS-luciferase luminescence; inhibition, % at 9.12 µM; 1.4% of 640,000 active; in the data active means inhibition above about 32%;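 further: 0% = median of test compound wells and 100% = reference inhibitor wells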
GPR151 activ: human GPR151 activation; Q8TDV0; PathHunter beta-arrestin GPR151 cells, luminescence; activation, % at 11.2 µM; 1% of 650,000 active; in the data active means activation above about 4.9%;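 further: 0% = median of compound wells and 100% = cells with positive control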
Target sequence (Q8TDV0 whole entry, looked up): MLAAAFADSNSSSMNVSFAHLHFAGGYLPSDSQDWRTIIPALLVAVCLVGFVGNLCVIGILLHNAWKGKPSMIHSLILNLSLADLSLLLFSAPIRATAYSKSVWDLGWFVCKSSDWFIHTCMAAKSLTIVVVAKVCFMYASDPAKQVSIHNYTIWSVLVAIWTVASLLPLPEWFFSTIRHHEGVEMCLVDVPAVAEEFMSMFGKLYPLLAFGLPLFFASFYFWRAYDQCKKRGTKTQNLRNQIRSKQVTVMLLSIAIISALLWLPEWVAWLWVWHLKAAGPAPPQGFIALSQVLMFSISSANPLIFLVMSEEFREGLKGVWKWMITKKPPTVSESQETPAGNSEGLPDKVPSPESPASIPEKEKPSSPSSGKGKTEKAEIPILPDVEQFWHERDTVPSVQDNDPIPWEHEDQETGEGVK
MITF primary: human MITF inhibition, primary screen | AlphaScreen MITF homodimerization, bead proximity signal | inhibition, % at 2.6 µM | O75030 | AID 1259374 | 0.91% of 650,000 active; in the data active means inhibition above about 50%;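 further: 0% = vehicle wells with protein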
Target sequence (O75030 whole entry, looked up): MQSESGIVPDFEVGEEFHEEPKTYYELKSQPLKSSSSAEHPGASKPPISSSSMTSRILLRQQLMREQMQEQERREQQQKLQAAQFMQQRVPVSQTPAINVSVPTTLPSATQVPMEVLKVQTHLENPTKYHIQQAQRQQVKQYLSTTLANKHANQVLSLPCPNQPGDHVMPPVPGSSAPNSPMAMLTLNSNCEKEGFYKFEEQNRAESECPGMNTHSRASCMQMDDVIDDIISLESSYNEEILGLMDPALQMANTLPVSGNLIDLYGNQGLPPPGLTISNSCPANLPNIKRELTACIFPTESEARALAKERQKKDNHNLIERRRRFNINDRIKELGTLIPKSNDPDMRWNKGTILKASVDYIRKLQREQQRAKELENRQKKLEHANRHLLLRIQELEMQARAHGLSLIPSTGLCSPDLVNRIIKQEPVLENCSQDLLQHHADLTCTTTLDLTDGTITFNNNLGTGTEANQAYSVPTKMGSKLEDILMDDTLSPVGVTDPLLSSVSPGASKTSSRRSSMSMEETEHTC
* = called active by the depositor.

Results for COc1ccccc1NC(=O)Cn1cnc2sc(C(=O)Nc3ccccc3F)c(C)c2c1=O ?
FBW7 activator: -0.2; TEAD-YAP block: 8.6; GPR151 activ: 0.7; MITF primary: 18.5

What do the screens show for `COc1cc2ccccc2cc1C(=O)Nc1sc2c(c1C(N)=O)CCC2`?
FBW7 activator: 0.0; TEAD-YAP block: -15.3; GPR151 activ: -0.1; MITF primary: 3.4

Results for CCOc1cc(CNC2CCCCC2)c(Br)cc1OCCO ?
FBW7 activator: 0.1; TEAD-YAP block: 7.5; GPR151 activ: 0.7; MITF primary: -4.2

Results for CCc1cccc(NC(=O)c2ccc(C)o2)c1 ?
FBW7 activator: -0.1; TEAD-YAP block: -49.1; GPR151 activ: 3.7; MITF primary: 2.8

Results for CC(C)c1ccc(NC(=O)c2ccc(F)c(S(=O)(=O)N3CCC(Cc4ccccc4)CC3)c2)cc1 ?
FBW7 activator: 0.1; TEAD-YAP block: 0.1; GPR151 activ: 0.1; MITF primary: 25.4

How did CC(C)COc1ccc(COCC2OC3OC(C)(C)OC3C3OC(C)(C)OC23)cc1 (stereo not given) do in these assays?
FBW7 activator: 0.8; TEAD-YAP block: 1.5; GPR151 activ: -1.2; MITF primary: 13.9

What do the screens show for `OCc1ccc2c(c1)OCCOCCOc1ccc(CO)cc1OCCOCCO2`?
FBW7 activator: 0.1; TEAD-YAP block: 5.9; GPR151 activ: 1.7; MITF primary: 17.4

What do the screens show for `CC(C)C(=O)Nc1ccc(N2CCN(C(=O)C(C)C)CC2)cc1`?
FBW7 activator: 0.2; TEAD-YAP block: 9.5; GPR151 activ: -0.3; MITF primary: 0.4

What do the screens show for `CC(=C\C(=O)O)/C(=C/c1ccc(I)o1)C(=O)O`?
FBW7 activator: 0.8; TEAD-YAP block: -7.3; GPR151 activ: -0.2; MITF primary: 30.3

What do the screens show for `C[C@H]1Cc2c(COc3ccccc3)nc3c(c2CO1)CN(C(=O)C1CCCCC1)CC3`?
FBW7 activator: -0.2; GPR151 activ: -0.6; MITF primary: 4.5

What do the screens show for `Cc1nc(SC(C)c2ccccc2)[nH]c(=O)c1CC(=O)N1CCCC1` (stereo not given)?
FBW7 activator: -0.1; TEAD-YAP block: -9.9; GPR151 activ: -1.9; MITF primary: 0.5

Results for CCn1c(=O)ccc2cc([N+](=O)[O-])ccc21 ?
FBW7 activator: 0.2; TEAD-YAP block: 1.3; GPR151 activ: 0.4; MITF primary: 8.2

What do the screens show for `CN(C)c1ccc(NC2=NC(C)(C)N=C(N)N2)cc1`?
FBW7 activator: -0.1; TEAD-YAP block: -3.9; GPR151 activ: -0.3; MITF primary: -8.5

How did CCOc1ccccc1Nc1nc(C)nc2sc(C)cc12 do in these assays?
FBW7 activator: 0.1; TEAD-YAP block: 20.5; GPR151 activ: -0.1; MITF primary: 14.6

How did Cc1cc(Cl)ccc1OC(C)C(=O)NCc1ccncc1 (stereo not given) do in these assays?
FBW7 activator: 0.1; TEAD-YAP block: 9.2; GPR151 activ: -0.6; MITF primary: 4.5

How did Cc1ccc(N(CC(=O)Nc2cccc([N+](=O)[O-])c2)S(C)(=O)=O)c(C)c1 do in these assays?
FBW7 activator: 0.2; TEAD-YAP block: -1.4; GPR151 activ: -0.9; MITF primary: 16.7

Results for COC(=O)C1=C(C)NC(C)=C(C(=O)OC)C1c1cn(-c2ccccc2)nc1-c1cc(C)ccc1C ?
FBW7 activator: 0.7; TEAD-YAP block: 3.4; GPR151 activ: -0.1; MITF primary: 11.2

How did C=CCNC(=O)C(=O)Nc1cc(OC)ccc1OC do in these assays?
FBW7 activator: 0.0; TEAD-YAP block: 13.3; GPR151 activ: 1.5; MITF primary: 4.3

Results for C=CCOc1cccc(C(=O)NCCCc2ccccc2)c1 ?
FBW7 activator: 0.3; TEAD-YAP block: -53.2; GPR151 activ: 1.8; MITF primary: 12.0

How did CC(=O)NC1C(OCc2ccccc2)OC(CO)C(OC(C)=O)C1OC(C)=O (stereo not given) do in these assays?
FBW7 activator: 0.2; TEAD-YAP block: 1.8; GPR151 activ: 1.6; MITF primary: 2.2

Results for CCOC(=O)C1=C(C)Nc2nc(SCC(C)C)nn2C1c1cccs1 (stereo not given) ?
FBW7 activator: -0.3; TEAD-YAP block: -1.7; GPR151 activ: 0.2; MITF primary: -3.3

How did CC1CC(C)CN(C(=O)Cn2cc3c(n2)CCCCC3)C1 (stereo not given) do in these assays?
FBW7 activator: 0.0; TEAD-YAP block: -5.2; GPR151 activ: -0.8; MITF primary: 2.1

How did Cc1occc1C(=O)N/N=C/c1cccn1C do in these assays?
FBW7 activator: -0.1; TEAD-YAP block: -17.8; GPR151 activ: -8.6; MITF primary: 14.1

Results for CCc1ccc(CNC(=O)C2CC(=O)N(CCc3ccc(OC)c(OC)c3)C2)cc1 (stereo not given) ?
FBW7 activator: -0.1; TEAD-YAP block: 7.5; GPR151 activ: -0.1; MITF primary: 3.2

Molecules above that have an aryl thioether with sulfur outside any ring:
What do the screens show for `Cc1nc(SC(C)c2ccccc2)[nH]c(=O)c1CC(=O)N1CCCC1` (stereo not given)?
FBW7 activator: -0.1; TEAD-YAP block: -9.9; GPR151 activ: -1.9; MITF primary: 0.5

Results for CCOC(=O)C1=C(C)Nc2nc(SCC(C)C)nn2C1c1cccs1 (stereo not given) ?
FBW7 activator: -0.3; TEAD-YAP block: -1.7; GPR151 activ: 0.2; MITF primary: -3.3

(cont.)
Results for COc1cccc(-c2nn(C)c3sc(C(=O)N4CCCC4)cc23)c1 ?
FBW7 activator: -0.1; TEAD-YAP block: 27.7; GPR151 activ: 1.1; MITF primary: 9.6

Results for Cc1ccccc1OCC(O)Cn1c(C)nc2ccccc21 (stereo not given) ?
FBW7 activator: 0.0; TEAD-YAP block: 30.5; GPR151 activ: -0.6; MITF primary: -0.5

How did CCOc1ccc(C(=O)NNC(=O)CCc2nc3ccccc3s2)cc1 do in these assays?
FBW7 activator: 0.6; TEAD-YAP block: -5.6; GPR151 activ: -0.6; MITF primary: 15.2

Results for Cc1cc(C)c(NC(=O)C2(c3ccc(F)cc3)CC2)c(C)c1 ?
FBW7 activator: -0.2; TEAD-YAP block: -5.7; GPR151 activ: 0.0; MITF primary: -3.7

Results for NS(=O)(=O)c1ccc(CNC(=O)c2cc(Br)ccc2Cl)cc1 ?
FBW7 activator: 0.0; TEAD-YAP block: 4.4; GPR151 activ: 2.1; MITF primary: 10.2

What do the screens show for `COc1ccnc(N2CCN(c3ccc4cccc(-c5cncnc5)c4n3)CC2)n1`?
FBW7 activator: 0.1; TEAD-YAP block: 10.3; GPR151 activ: -0.1; MITF primary: 11.5

How did O=S(=O)(c1ccc(F)cc1)N1CCN(CC(O)COCc2ccccc2)CC1 (stereo not given) do in these assays?
FBW7 activator: 0.1; TEAD-YAP block: 8.3; GPR151 activ: 0.7; MITF primary: 39.1

How did CCc1cccc(C)c1NC(=O)CCOc1ccccc1 do in these assays?
FBW7 activator: -0.1; TEAD-YAP block: -0.2; GPR151 activ: 1.3; MITF primary: -14.3

Results for O=C(Cc1ccc([N+](=O)[O-])cc1)Nc1cccc(I)c1 ?
FBW7 activator: 0.4; TEAD-YAP block: 1.6; GPR151 activ: -1.2; MITF primary: 4.6

How did Cc1ccc(N2C(=O)NC(=O)/C(=C\c3ccsc3)C2=O)cc1 do in these assays?
FBW7 activator: 0.9; TEAD-YAP block: -2.4; GPR151 activ: 1.4; MITF primary: 7.8

What do the screens show for `COc1ccc(O)c(/C=N/NC(=O)C(C)Oc2cccc(Cl)c2)c1` (stereo not given)?
FBW7 activator: 0.0; TEAD-YAP block: 0.9; GPR151 activ: -1.5; MITF primary: 14.3

Results for Cc1ccc(OCCCn2c(C)nc3ccccc32)cc1 ?
FBW7 activator: 0.9; TEAD-YAP block: 19.6; GPR151 activ: -1.1; MITF primary: 14.0

How did CC12CCC(C(=O)Nc3ccc4c(c3)OCO4)(CC1=O)C2(C)C (stereo not given) do in these assays?
FBW7 activator: -0.1; TEAD-YAP block: -3.5; GPR151 activ: 0.2; MITF primary: -5.0

How did Cc1ccccc1NC(=O)C(=O)/C=C(\O)c1ccccc1 do in these assays?
FBW7 activator: -0.1; TEAD-YAP block: -45.4; GPR151 activ: -0.3; MITF primary: 17.2

What do the screens show for `Cc1ccc(/C=N/NC(=O)CCc2c(C)n[nH]c2C)cc1`?
FBW7 activator: -0.1; TEAD-YAP block: 32.8*; GPR151 activ: -0.1; MITF primary: 4.2

How did S=c1nc(-c2ccc(Cl)cc2)[nH][nH]1 do in these assays?
FBW7 activator: -0.1; TEAD-YAP block: -7.2; GPR151 activ: 3.1; MITF primary: -1.1

What do the screens show for `CC(=O)Nc1c(C)ccc(CNC(=O)CSc2nnnn2Cc2ccccc2)c1C`?
FBW7 activator: 0.1; TEAD-YAP block: -0.4; GPR151 activ: 2.3; MITF primary: -1.3

What do the screens show for `CCCS(=O)(=O)N1CCN(Cc2ccc(OCc3ccccc3)c(OC)c2)CC1`?
FBW7 activator: 0.1; TEAD-YAP block: -4.4; GPR151 activ: 0.3; MITF primary: 64.3*

How did C=CCNC(=O)CN(c1ccc(Cl)c(Cl)c1)S(C)(=O)=O do in these assays?
FBW7 activator: 0.5; TEAD-YAP block: -4.9; GPR151 activ: -1.5; MITF primary: 4.6

What do the screens show for `COc1ccccc1/C=N/NC(=O)CCSc1ccccc1`?
FBW7 activator: 0.0; TEAD-YAP block: 3.8; GPR151 activ: -0.3; MITF primary: 15.5

What do the screens show for `O=C(Nc1ccccc1)N1CCCN(Cc2ccccc2F)C1`?
FBW7 activator: -0.1; TEAD-YAP block: -8.7; GPR151 activ: -0.3; MITF primary: 4.3

How did CCOc1ccc2c(c1)sc(=NC(=O)c1c(OC)cccc1OC)n2C do in these assays?
FBW7 activator: -0.1; TEAD-YAP block: -0.5; GPR151 activ: -0.1; MITF primary: -10.7

How did Cc1c(NC(=O)C(C)Sc2nnc(C(F)(F)F)n2C)c(=O)n(-c2ccccc2)n1C (stereo not given) do in these assays?
FBW7 activator: -0.1; TEAD-YAP block: 3.1; GPR151 activ: -0.2; MITF primary: -2.6

Results for O=C(Cn1ncc2c3ccccc3n(Cc3ccccc3)c2c1=O)NC1CC1 ?
FBW7 activator: 0.0; TEAD-YAP block: 3.5; GPR151 activ: 0.5; MITF primary: 3.8

2 successive records already listed:
How did Cc1c(NC(=O)C(C)Sc2nnc(C(F)(F)F)n2C)c(=O)n(-c2ccccc2)n1C (stereo not given) do in these assays?
FBW7 activator: -0.1; TEAD-YAP block: 3.1; GPR151 activ: -0.2; MITF primary: -2.6

Results for O=C(Cn1ncc2c3ccccc3n(Cc3ccccc3)c2c1=O)NC1CC1 ?
FBW7 activator: 0.0; TEAD-YAP block: 3.5; GPR151 activ: 0.5; MITF primary: 3.8

Next structures follow.
What do the screens show for `OCCNCCCOc1ccc(Cl)c(Cl)c1`?
FBW7 activator: -0.1; TEAD-YAP block: 3.4; GPR151 activ: -2.1; MITF primary: 17.2

What do the screens show for `O=C(C1=C(O)C(=O)N(CC2CCCO2)C1c1ccccc1[N+](=O)[O-])c1ccco1` (stereo not given)?
FBW7 activator: -0.1; TEAD-YAP block: -4.9; GPR151 activ: -1.1; MITF primary: 6.8

Results for O=C(O)/C=C/c1ccc(OCc2ccccc2F)cc1 ?
FBW7 activator: -0.1; TEAD-YAP block: 9.0; GPR151 activ: -4.1; MITF primary: 1.7

Results for CCn1c(SCC(=O)NCc2ccco2)nnc1-c1cccnc1 ?
FBW7 activator: 0.0; TEAD-YAP block: -4.2; GPR151 activ: 2.7; MITF primary: -1.8

Results for COc1ccc(C(=O)CSCC(=O)Nc2ccccc2)cc1 ?
FBW7 activator: -0.1; TEAD-YAP block: -6.5; GPR151 activ: -1.1; MITF primary: 9.1

What do the screens show for `COC(=O)c1cc(NC(=O)c2ccccc2O)cc(C(=O)OC)c1`?
FBW7 activator: -0.1; TEAD-YAP block: 4.9; GPR151 activ: 2.4; MITF primary: 0.5

How did COc1ccc(-n2c(SCC(=O)c3ccccc3)nc3sc4c(c3c2=O)CCC4)cc1 do in these assays?
FBW7 activator: 0.0; TEAD-YAP block: 4.9; GPR151 activ: -0.4; MITF primary: 1.3

What do the screens show for `O=c1[nH]c(N2CCCCC2)nc2c1CCN(Cc1cccn1-c1cccnc1)C2`?
FBW7 activator: 0.1; TEAD-YAP block: 1.6; GPR151 activ: 0.1; MITF primary: -0.9

How did c1ccc(OCCNc2nc(NCCN3CCOCC3)nc3c2ncn3C2CCCCC2)cc1 do in these assays?
FBW7 activator: -0.2; TEAD-YAP block: -1.4; GPR151 activ: 1.2; MITF primary: -3.8

How did CC(C)(COC(=O)c1ccccc1)N=C1NS(=O)(=O)c2ccccc21 do in these assays?
FBW7 activator: 0.0; TEAD-YAP block: -7.6; GPR151 activ: 0.3; MITF primary: 6.1

How did CCN(c1ccccc1C)S(=O)(=O)c1nnc(NC(=O)c2ccccc2Cl)s1 do in these assays?
FBW7 activator: -0.1; TEAD-YAP block: 5.3; GPR151 activ: 1.6; MITF primary: -3.6

Results for O=C(Nc1nccs1)c1ccc([N+](=O)[O-])s1 ?
FBW7 activator: 0.0; TEAD-YAP block: 7.3; GPR151 activ: 3.9; MITF primary: 8.5

What do the screens show for `COc1ccc(CC(=O)Nc2ccc(O)c(-c3nc4ccccc4o3)c2)cc1`?
FBW7 activator: 0.0; TEAD-YAP block: 0.5; GPR151 activ: 0.6; MITF primary: 27.1

How did Cn1c(O)c(C2=NC(=S)NC2=O)c2cc([N+](=O)[O-])ccc21 do in these assays?
FBW7 activator: 0.6; TEAD-YAP block: 7.0; GPR151 activ: -1.3; MITF primary: 9.5

What do the screens show for `COc1ccccc1N(CC(=O)NC1CCCC1)C(=O)CCC(=O)Nc1cc(C)on1`?
FBW7 activator: -0.1; TEAD-YAP block: 5.8; GPR151 activ: -1.7; MITF primary: 23.0

Screens from PubChem.
